Compound activity: PubChem, several laboratories
TRPC4 inh = inhibitors of mouse TRPC4 channel | B-score at 10 µM | Q9QUQ5 | 300,000 tested, 0.39% active | HEK293 TRPC4beta/mu-opioid, DAMGO-evoked Fluo4 calcium flux; active compounds read low;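 active = B-score over 3 SD under the library average, no early fluorescence shift, positive overall ratio signal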
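Assay system: HEK293 cells with stable TRPC4beta plus mu-opioid receptor expression. Dosing: single dose. Measured by: Fluo4 Ca2+ flux fluorescence. Also added: DAMGO in two steps, submaximal then maximal. Read-out: B score from integrated Fluo4 fluorescence ratio.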
KCNK3 inh = human KCNK3 channel inhibition, primary screen. CHO-KCNK3 thallium flux, FluxOR fluorescence; active compounds read low. 340,000 tested, 0.84% active. AID 602410. O14649. B-score at 10 µM;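 active = B-score under library mean minus 4 SD, starting fluorescence ratio at most library mean plus 5 SD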;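 also: more negative B-score means stronger inhibition of thallium flux through KCNK3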
Target sequence (O14649 whole entry, looked up): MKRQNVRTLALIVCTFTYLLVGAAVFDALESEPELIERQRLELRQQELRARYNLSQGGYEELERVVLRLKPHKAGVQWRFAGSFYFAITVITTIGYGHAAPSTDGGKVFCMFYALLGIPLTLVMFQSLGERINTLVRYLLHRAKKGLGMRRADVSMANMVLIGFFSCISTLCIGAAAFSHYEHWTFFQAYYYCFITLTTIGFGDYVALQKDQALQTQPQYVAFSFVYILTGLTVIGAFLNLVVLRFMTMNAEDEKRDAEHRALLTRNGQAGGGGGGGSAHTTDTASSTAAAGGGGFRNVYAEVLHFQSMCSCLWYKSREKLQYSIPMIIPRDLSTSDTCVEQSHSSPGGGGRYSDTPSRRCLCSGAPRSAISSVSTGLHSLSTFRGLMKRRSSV
KCNK9 inh = inhibitors of human KCNK9 two-pore domain potassium channel; AID 488922; B-score at 10 µM; 310,000 tested, 1.2% active; Q9NPC2; HEK293 KCNK9, FluxOR thallium flux fluorescence; active compounds read low;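 active = ratio B-score over 3 SD below the library mean, with starting fluorescence within 5 SD of its mean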;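 also: negative B-score means less thallium flux so channel inhibition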
hERG rescue = shields human hERG channel from block by proarrhythmic agents. 310,000 tested, 0.51% active. activation (rescue from dofetilide block), less the hit threshold, % at 10 µM. CHO-hERG, FluxOR thallium flux, dofetilide IC70 present. Q12809. AID 1511;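 active = activation above the mean of controls blocked by dofetilide plus 5 SD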;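 also: thallium influx through hERG after potassium depolarization seen as dye fluorescence rise; in these data hits start at about 4.7%; inactives centre near -7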
Dyrk1A ADPGlo = blocks rat Dyrk1A kinase activity. ADP-Glo luminescence, NFATc1 peptide. Q63470. AID 504441. 310,000 tested, 0.43% active. inhibition, % at 12.5 µM; in the data active = inhibition above about 50%;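 also: plate controls were vehicle with enzyme for no effect and no enzyme for full effect; many of its hits are not listed in these tables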
KCNQ1 pot = human KCNQ1 channel potentiation or activation | P51787 | CHO-K1 KCNQ1, thallium flux FluxOR fluorescence; active compounds read high | B-score at 10 µM | 310,000 tested, 0.35% active | AID 2648;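 active = fluorescence ratio B-score, a plate-corrected score, at least three library SD, with initial intensity B-score within 5 SD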
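Assay system: CHO-K1 cells stably expressing KCNQ1. Medium: assay buffer for compound exposure, DMSO matched across wells. Timing: 37 °C overnight plating, 90-min dark dye load, 20-min compound pretreatment. Signal: kinetic FluxOR fluorescence, 10 s baseline plus 110 s post-stimulus.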
KCNQ1 inh = human KCNQ1 channel inhibition; P51787; 310,000 tested, 1.3% active; B-score at 10 µM; CHO-K1 KCNQ1, FluxOR thallium flux fluorescence; active compounds read high;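 active = compounds whose thallium flux B-score, printed positive for inhibition, exceeds three library SD while starting fluorescence stays within three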;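 also: channel opened by potassium depolarization with thallium stimulus after 20 min compound exposure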
Platelet DG rel = modulates dense granule release in human platelets. human platelet-rich plasma, SFLLRN dense granule ATP release, luminescence. inhibition, %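 (compounds screened at 7.5 µM in platelet-rich plasma)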. 300,000 tested, 0.22% active;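 active = mean replicate score, as percent of positive control, at or above 50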
TRPC4 agonist = activators of mouse TRPC4 channel; Q9QUQ5; HEK293 TRPC4beta/mu-opioid, Fluo4 calcium fluorescence; active compounds read high; B-score at 10 µM; 310,000 tested, 0.49% active;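 active = B-score above 5 SD of library B-scores, and initial fluorescence ratio not above library mean plus 5 SD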;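 also: positive B-score marks a calcium rise read as TRPC4 activation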
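Material: HEK293 stable line with TRPC4beta plus mu-opioid receptor; technique: Fluo4 calcium-sensitive dye fluorescence, kinetic, 1 Hz baseline; timing: Fluo4 dye loading 45 min at room temperature, 110 s recording; controls: assay buffer as low control, maximal DAMGO as high control; read-out: integrated baseline-normalised fluorescence ratio, converted to per-well B score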
PolyA inh = inhibitors of polyadenylation in S. cerevisiae | S. cerevisiae SKY197-pL101 polyadenylation reporter, beta-gal luminescence; efflux-impaired pdr1/pdr3 knockout yeast; score 100 = 6 SD above DMSO | calls only at 12 µM | 300,000 tested, 0.02% active;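 active = lowest replicate activity score at least 50, where 100 means six control SD above control mean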;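 also: yeast exposed to compound for 9 h at 30 °C; higher score means more reporter readthrough which indicates perturbed polyadenylation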
TRPC4 potent = allosteric potentiators of mouse TRPC4 channel. HEK293 TRPC4beta/mu-opioid, DAMGO EC20, Fluo-4 Ca2+ flux; active compounds read high. B-score at 10 µM. 310,000 tested, 0.42% active. AID 2227;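 active = B-score of calcium response area above 5 SD of library B-scores, with initial fluorescence ratio within 5 SD of library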;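 also: B-score of integrated fluorescence ratio over time as area under calcium response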
An asterisk follows results filed as active; i = inactive; . = not tested or not shown. Not all compounds are listed; rates above refer to the full screens.

Structure,TRPC4 inh,KCNK3 inh,KCNK9 inh,hERG rescue,Dyrk1A ADPGlo,KCNQ1 pot,KCNQ1 inh,Platelet DG rel,TRPC4 agonist,PolyA inh,TRPC4 potent
Cc1cc(N2C(=O)CC(Cc3ccccc3)C2=O)no1 (centres undefined),i,i,i,0,6,i,i,-9,i,i,i
Cc1ccc(OCC(O)Cn2c(=N)n(CCN3CCCCC3)c3ccccc32)cc1 (centres undefined),i,i,i,-19,7,i,i,-10,i,i,i
c1ccc2c(c1)ncn2-c1ccc(-c2ccnc3ncnn23)cc1,i,i,i,0,.,i,i,1,i,i,i
Cc1ccc(C2=NN(C(=O)CCCC(=O)O)C(c3ccco3)C2)cc1 (centres undefined),i,i,i,-11,-4,i,i,-2,i,i,i
CC(C)Oc1ccc(/C(O)=C2/C(=O)C(=O)N(CCCn3ccnc3)C2c2cccnc2)cc1 (centres undefined),i,i,i,-6,-2,i,i,-5,i,i,i
N#Cc1ccccc1OCC(=O)NCCNC(=O)COc1ccccc1C#N,i,i,i,-9,-17,i,i,-1,i,i,i
CCOc1ccccc1NC(=O)CCc1c(C)nn(-c2ccc(N3CCCCC3)nn2)c1C,i,i,i,-6,2,i,i,2,i,i,i
CCCOC(=O)CCCCC1SCC(NC(=O)OC)C1NC(=O)OC (centres undefined),i,i,i,-1,3,i,i,21,i,i,i
CCOC(=O)C1=C(C)N=C2c3ccccc3C(=O)C2C1c1ccccc1 (centres undefined),i,-8.9*,i,-6,3,i,i,.,i,i,i
CCC1(c2ccccc2)NC(=O)N(Cc2cccc([N+](=O)[O-])c2)C1=O (centres undefined),i,i,i,-5,6,i,i,5,i,i,i
COc1ccc(C(=O)NCc2ccc(-c3nc4ccccc4s3)cc2)cc1OC,i,i,i,-8,2,i,i,0,i,i,i
CSc1nc(Oc2cccc(C(F)(F)F)c2)cc(C(F)(F)F)n1,i,i,i,-16,4,i,i,-3,i,i,i
Cc1cc(C)cc(NC(=O)COc2coc(CN3CCc4ccccc4C3)cc2=O)c1,i,i,i,-13,-2,i,i,18,i,i,i
COC(=O)c1cccnc1-n1c(=O)c2cccnc2n(Cc2cccc([N+](=O)[O-])c2)c1=O,i,i,i,-8,17,i,i,-3,i,i,i
COc1ccc(/C=C(\NC(=O)c2ccc(C)cc2)C(=O)Nc2ccc(C(=O)O)cc2)cc1,i,i,i,-4,-3,i,i,-1,i,i,i
CCCC(C(=O)Nc1ccc2c(C)cc(=O)oc2c1)c1ccccc1 (centres undefined),i,i,i,-8,-1,i,i,-10,i,i,i
Cc1ccccc1C1CC(c2cccs2)=NN1S(C)(=O)=O (centres undefined),i,i,i,-5,0,i,i,4,i,i,i
Cc1cc(C)n(C(=O)c2ccc(S(=O)(=O)N3CCCC3)cc2)n1,i,i,i,-7,1,i,i,7,i,i,i
COc1nnc(-c2ccc(N3CCOCC3)c(NC(=O)C3CCCCC3)c2)c2ccccc12,i,i,i,-13,3,i,i,1,i,i,i
COc1cccc(CNc2ncc(C(=O)Nc3cc(OC)c(OC)c(OC)c3)c(C)n2)c1,i,i,i,-3,4,i,i,-2,i,i,i
COc1ccc(/C=N/NC(=O)CNC(=O)c2ccc(S(=O)(=O)N3CCCC3)cc2)c(OC)c1,i,i,i,-7,3,i,i,-5,i,i,i
COc1ccc(/C=N/NC(=S)NCCc2ccccc2)cc1,i,i,i,0,-4,i,i,8,i,i,i
CCCn1c(SCCc2ccccc2)nc2c1c(=O)[nH]c(=O)n2C,i,i,i,-7,8,i,i,-7,i,i,i

As a working copy, some entries already given:
Structure,TRPC4 inh,KCNK3 inh,KCNK9 inh,hERG rescue,Dyrk1A ADPGlo,KCNQ1 pot,KCNQ1 inh,Platelet DG rel,TRPC4 agonist,PolyA inh,TRPC4 potent
COc1ccc(/C=N/NC(=O)CNC(=O)c2ccc(S(=O)(=O)N3CCCC3)cc2)c(OC)c1,i,i,i,-7,3,i,i,-5,i,i,i
COc1ccc(/C=N/NC(=S)NCCc2ccccc2)cc1,i,i,i,0,-4,i,i,8,i,i,i

Structures from the list above with an aryl methoxy group:
Structure,TRPC4 inh,KCNK3 inh,KCNK9 inh,hERG rescue,Dyrk1A ADPGlo,KCNQ1 pot,KCNQ1 inh,Platelet DG rel,TRPC4 agonist,PolyA inh,TRPC4 potent
COc1ccc(C(=O)NCc2ccc(-c3nc4ccccc4s3)cc2)cc1OC,i,i,i,-8,2,i,i,0,i,i,i
COc1ccc(/C=C(\NC(=O)c2ccc(C)cc2)C(=O)Nc2ccc(C(=O)O)cc2)cc1,i,i,i,-4,-3,i,i,-1,i,i,i
COc1nnc(-c2ccc(N3CCOCC3)c(NC(=O)C3CCCCC3)c2)c2ccccc12,i,i,i,-13,3,i,i,1,i,i,i
COc1cccc(CNc2ncc(C(=O)Nc3cc(OC)c(OC)c(OC)c3)c(C)n2)c1,i,i,i,-3,4,i,i,-2,i,i,i
COc1ccc(/C=N/NC(=O)CNC(=O)c2ccc(S(=O)(=O)N3CCCC3)cc2)c(OC)c1,i,i,i,-7,3,i,i,-5,i,i,i
COc1ccc(/C=N/NC(=S)NCCc2ccccc2)cc1,i,i,i,0,-4,i,i,8,i,i,i
